Dynein cargo inh – blocks dynein driven cargo transport along microtubules. z-score, hits read low. 3617.4 mouse cells, GR-EGFP nuclear translocation imaging; test concentration mostly 20 µM; stimulated with dexamethasone, 1 µM; stronger effect = lower value. actives 0.47% (n = 220,000). AID 1381;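 active = plate z-score of nuclear minus cytoplasmic receptor signal below a set negative limit, without overly bright fluorescence or cell loss, cut at about -3.5 in these data, passing the limit was not always enough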;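 also: z-score of nuclear minus cytoplasmic ring GR-EGFP intensity difference per well; some compounds called inactive have numbers as strong as hits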
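Buffer or medium: Induction medium lacking tetracycline, stripped serum | Also added: Dexamethasone agonist, 1.0 µM final, for 30 min | Timing: 48 h induction, 1 h compound, 30 min dex at 37 °C | Detection: Formaldehyde fixation, Hoechst nuclear stain, 10x automated fluorescence imaging | Measure: Nuclear versus cytoplasmic GR-EGFP signal, averaged per well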
Lipid droplet – hepatic lipid droplet formation modulation. AID 1656. AML12 mouse hepatocytes, oleate lipid droplets, BODIPY imaging. actives 0.4% (n = 240,000). inhibition, % at 6.5 µM;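 active = lipid droplet intensity inhibited by at least 50%, with more than 500 cells counted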
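Assay system: AML12 hepatocytes (mouse); Probe or stimulus: oleic acid at 100 µM to induce lipid droplet formation; Dosing: compound at 6.5 µM only; Schedule: compound with oleate, overnight; Detection: fluorescence imaging, 20x objective, two fields per well; Measure: % inhibition of lipid droplet signal.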
MT stabilizer – microtubule stabilizers in HeLa cells. HeLa tubulin immunostaining HCS, 24 h; share of cells brighter than vehicle mean+2SD. % tubulin-high responders, % at 10 µM. actives 0.83% (n = 200,000). AID 2205;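 active = plate Z-score above 3 for both tubulin-high and condensed-nucleus cell shares, with cell loss under 80%, at 10 µM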;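 also: anti alpha tubulin signal scored within the nucleus-defined area of each cell; some results filed as inactive read as strong as hits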
T cell modulator – T cell immune modulators affecting CD8 T cell-vesicle binding; 2C CD8+ T cell-vesicle binding, flow cytometry; stronger effect = lower value; calls only at 7 µM; actives 0.068% (n = 330,000); AID 2052;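 active = response, share of CD8 T cells binding vesicles, and their 90th percentile fluorescence all below set limits, cut at about 80% in these data, passing the limit was not always enough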
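Also added: QL9-peptide-loaded Drosophila micro-vesicles bearing Ld, ICAM-1 and B7-1; Test system: purified 2C TCR transgenic mouse naive CD8+ T cells; Measured by: cytometric PE anti-B7-1 and Alexa647 anti-CD8 signals after 1% paraformaldehyde fixation; Timing: binding step 1.5 h, 37 °C, antibody labelling 20 min, ice.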
PhoP inhibition – PhoP-dependent GFP reporter repression – Salmonella Typhimurium, primary screen (AID 1863). S. Typhimurium PhoP-regulated promoter GFP reporter, 4 h; higher % means a stronger effect. inhibition, % at 50 µM; hits with a dose series show IC50 in µM. actives 0.16% (n = 300,000);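 active = inhibition over 29.93%, a cutoff 3 SD above the screen mean, later confirmed by dose response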;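 also: 0% = low Mg2+ inducing control and 100% = high Mg2+ repressing control; strong numbers were not always called active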
Insulin prom up – MIN6 insulin promoter up-regulation; MIN6 insulin promoter-GFP reporter, high-content imaging; stronger effect = higher value; z-score at 5 µM; actives 0.3% (n = 190,000);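 active = z-score above 3 at 5 µM with at least 500 cells counted in the well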
CSM14.1 death rescue – rescue of cells from ER stress-induced death, primary screen, 384-well, CSM14.1, thapsigargin, ATP luminescence (AID 1222); CSM14.1 thapsigargin-induced death rescue, ATP luminescence; higher % means a stronger effect; 190,000 tested, under 10 active; one-dose cellular ATP content (survival), % at 20 µM; EC50 in µM for titrated hits;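 active = EC50 below 50 µM in the dose-response confirmation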;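 also: death triggered by thapsigargin at about 15 µM added after 2 h compound pretreatment; cell ATP read after overnight thapsigargin exposure of roughly 18 to 22 hours; normalized against plate controls of thapsigargin alone and 5% DMSO vehicle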
b-catenin transl – alters nuclear translocation of beta-catenin in HeLa cells; immunofluorescence imaging; nuclear translocation activity, % at 5 µM; actives 0.3% (n = 190,000); AID 1665;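 active = nuclear translocation activity above 50% at 5 µM, with a well cell count of 50 or more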;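 also: per-cell ratio of nuclear to cytoplasmic median beta-catenin stain intensity; plate controls were DMSO negative control for no effect and GSK-3 inhibitor IX positive control for full effect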
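test system = HeLa cells, endogenous beta-catenin | dosing = single 5 µM dose plus 0.02–20 µM confirmation series | times = compound treatment 24 h, 37°C, 5% CO2 | technique = beta-catenin immunofluorescence imaging with DAPI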
Autophagy mod – autophagy modulation, high-content screen; calls only at 10 µM (by protocol); AID 463193; actives 0.98% (n = 190,000); MEF GFP-LC3 puncta imaging; test concentration mostly 10 µM;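 active = percentage of spot-positive cells more than 3 SD above its plate mean, without a fluorescence outlier flag or 80% toxicity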;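 also: spot-positive cell cutoff set from DMSO-treated cells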
Dynein cargo inh cytoplasmic EGFP – second read-out of Dynein cargo inh, no call of its own (marks repeat the call); z-score; measured here: cytoplasmic GR-EGFP intensity; stronger effect = higher value
Dynein cargo inh nuclear GR-EGFP – further read-out of Dynein cargo inh, marked with its call; z-score; measured here: nuclear GR-EGFP intensity;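 lower value marks the stronger effect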
Dynein cargo inh cell count – also measured in Dynein cargo inh; calls as there; z-score; measured here: cell count per field
Insulin prom up cell count – second read-out of Insulin prom up, no call of its own (marks repeat the call); cell count; measured here: cytotoxicity, nuclei count;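 total cells summed across four imaged fields per well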
Lipid droplet cells 6.5 µM – second read-out of Lipid droplet, no call of its own (marks repeat the call); cell count; measured here: cell count, cytotoxicity flag;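 cells counted across two imaged fields per well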
b-catenin transl cell count 5 µM – second read-out of b-catenin transl, no call of its own (marks repeat the call); cell count; measured here: cell count, cytotoxicity flag
T cell modulator vesicle-bound % – further read-out of T cell modulator, marked with its call; double positive events, %; measured here: CD8+ vesicle-bound cell fraction;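 binding gate set so that unloaded-vesicle control wells show 10% double positive cells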
MT stabilizer Hoechst-high % – also measured in MT stabilizer; calls as there; % Hoechst-high responders; measured here: nuclear condensation Hoechst responders;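 share of cells brighter than vehicle mean plus two SD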
MT stabilizer cytotoxicity % – recorded beside MT stabilizer, whose call it bears; toxicity, %; measured here: cytotoxicity by cell density;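 0% = mean cell density of plate MIN control wells and 100% = no cells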
Autophagy mod cell loss 18 h – recorded beside Autophagy mod, whose call it bears; toxicity, %; measured here: cell loss, nuclei count;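 cell loss after 18 h compound exposure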
An asterisk follows results filed as active; i = inactive; . = no result given.

SMILES	Dynein cargo inh	Dynein cargo inh cytoplasmic EGFP	Dynein cargo inh nuclear GR-EGFP	Dynein cargo inh cell count	Lipid droplet	Lipid droplet cells 6.5 µM	MT stabilizer	MT stabilizer Hoechst-high %	MT stabilizer cytotoxicity %	T cell modulator	T cell modulator vesicle-bound %	PhoP inhibition	Insulin prom up	Insulin prom up cell count	CSM14.1 death rescue	b-catenin transl	b-catenin transl cell count 5 µM	Autophagy mod	Autophagy mod cell loss 18 h
Cc1cc([N+](=O)[O-])ccc1NC(=O)CN1C2CCC1CC(NC(=O)NC13CC4CC(CC(C4)C1)C3)C2 (stereo unspecified)	-1	-0.31	-0.3	0.6	-1	735	2.8	2.1	7.8	i	47	-6%	-2.7	1028	22%	-2.1	1060	i	-12
COc1ccc(NC(=O)CSc2nc(N)c(NC(=O)c3cccs3)c(=O)[nH]2)cc1	0.27	-0.25	0.74	0.36	-23	700	.	.	.	i	12	-13%	-0.54	990	.	1.4	1303	.	.
CCn1nnnc1SCC(=O)Nc1cc(OC)cc(OC)c1	-0.99	-0.2	-0.48	0.95	.	.	3.6	3.6	6.8	i	39	-4%	0.28	988	-0.6%	-2.0	1157	i	3
c1ccc(-c2ncc3ccccn23)cc1	-0.13	0.026	-0.089	0.17	14	764	.	.	.	i	54	5%	0.4	1303	.	-0.2	1038	.	.
Cc1ccc(CN2CCNC2=O)cc1	0.66	-0.22	0.25	0.64	.	.	4.8	1.3	2.5	i	51	-8%	0.95	1391	-1.5%	-4.9	995	i	-9
Clc1cccc(Cl)c1/C=N\Nc1nccs1	-0.36	-0.21	-0.27	1	.	.	2.1	2.3	5.7	i	37	17%	0.26	1483	-1.1%	1.1	1169	i	2
O=S(=O)(NC1CCCCC1)c1ccc(S(=O)(=O)N2CCN3CCCC3C2)cc1 (stereo unspecified)	-1.3	-0.12	-0.5	0.46	.	.	2.0	0.8	2.7	i	26	3%	-0.35	954	-0.2%	-3.2	1162	i	0
O=C(Nc1nc(-c2cc3ccccc3oc2=O)cs1)c1ccc(Br)o1	0.95	-0.21	0.47	-0.17	-1	713	1.5	1.2	9.9	i	44	0%	.	.	-1.3%	-1.7	1028	i	-5
COc1ccc(/C=N/Nc2nccnc2Cl)cc1	0.5	0.16	0.74	-0.54	19	739	1.6	1.9	12	i	5	-7%	-0.05	790	-2.2%	.	.	i	1
O=C1c2ccccc2C(=O)N1c1ccccc1S(=O)C(F)(F)F (stereo unspecified)	-0.047	-0.2	0.57	-0.51	.	.	3.9	2.4	11	i	2	9%	-0.16	1020	-1.2%	0.0	1151	i	17
CCN(CC)S(=O)(=O)c1ccc2c(c1)nc(CCC(=O)OCC(=O)N1CCc3ccccc31)n2C	2.4	-0.24	0.46	-1.6	.	.	6.3	3.2	8.7	i	38	-6%	.	.	-1.8%	.	.	i	8
COc1ccc(-c2cc(=O)c3cc(O)ccc3o2)cc1	2.2	-0.27	1.5	-1.1	-2	739	3.4	0.7	20	i	26	1%	0.04	1449	-0.8%	-0.5	883	i	-9
O=C(O)/C=C/C(=O)N1CCN(S(=O)(=O)c2cccc(C(F)(F)F)c2)CC1	-0.8	-0.27	-0.023	0.43	10	669	3.5	2.2	5.6	i	57	-9%	1	1663	-0.4%	-4.9	1085	i	-10
Cc1cccc(N2CCN(Cc3nc(CC4CC4)no3)CC2)n1	0.25	-0.11	0.61	0.41	-9	637	2.7	1.3	0.5	i	19	.	0.64	1580	0.2%	-0.8	958	i	-14
COc1ccc(Cc2nnc(SCC(=O)N3CCCCC3)o2)cc1	0.0086	-0.17	0.061	0.82	1	700	1.8	1.7	8.7	i	18	-2%	0.05	1563	-0.3%	-0.3	1513	i	-1

Exported as a markdown table: part of the list above
| SMILES | Dynein cargo inh | Dynein cargo inh cytoplasmic EGFP | Dynein cargo inh nuclear GR-EGFP | Dynein cargo inh cell count | Lipid droplet | Lipid droplet cells 6.5 µM | MT stabilizer | MT stabilizer Hoechst-high % | MT stabilizer cytotoxicity % | T cell modulator | T cell modulator vesicle-bound % | PhoP inhibition | Insulin prom up | Insulin prom up cell count | CSM14.1 death rescue | b-catenin transl | b-catenin transl cell count 5 µM | Autophagy mod | Autophagy mod cell loss 18 h |
| --- | --- | --- | --- | --- | --- | --- | --- | --- | --- | --- | --- | --- | --- | --- | --- | --- | --- | --- | --- |
| Clc1cccc(Cl)c1/C=N\Nc1nccs1 | -0.36 | -0.21 | -0.27 | 1 | . | . | 2.1 | 2.3 | 5.7 | i | 37 | 17% | 0.26 | 1483 | -1.1% | 1.1 | 1169 | i | 2 |
| O=S(=O)(NC1CCCCC1)c1ccc(S(=O)(=O)N2CCN3CCCC3C2)cc1 (stereo unspecified) | -1.3 | -0.12 | -0.5 | 0.46 | . | . | 2.0 | 0.8 | 2.7 | i | 26 | 3% | -0.35 | 954 | -0.2% | -3.2 | 1162 | i | 0 |
| O=C(Nc1nc(-c2cc3ccccc3oc2=O)cs1)c1ccc(Br)o1 | 0.95 | -0.21 | 0.47 | -0.17 | -1 | 713 | 1.5 | 1.2 | 9.9 | i | 44 | 0% | . | . | -1.3% | -1.7 | 1028 | i | -5 |
| COc1ccc(/C=N/Nc2nccnc2Cl)cc1 | 0.5 | 0.16 | 0.74 | -0.54 | 19 | 739 | 1.6 | 1.9 | 12 | i | 5 | -7% | -0.05 | 790 | -2.2% | . | . | i | 1 |

Next entries:
SMILES	Dynein cargo inh	Dynein cargo inh cytoplasmic EGFP	Dynein cargo inh nuclear GR-EGFP	Dynein cargo inh cell count	Lipid droplet	Lipid droplet cells 6.5 µM	MT stabilizer	MT stabilizer Hoechst-high %	MT stabilizer cytotoxicity %	T cell modulator	T cell modulator vesicle-bound %	PhoP inhibition	Insulin prom up	Insulin prom up cell count	CSM14.1 death rescue	b-catenin transl	b-catenin transl cell count 5 µM	Autophagy mod	Autophagy mod cell loss 18 h
c1ccc(-c2noc(-c3ccc4ccccc4c3)n2)nc1	0.19	-0.17	0.36	0.74	19	716	3.2	3.3	17	i	37	-1%	.	.	-5.4%	.	.	i	6
Cc1nc2ccc(F)cc2cc1C(=O)NCc1ccco1	-0.51	-0.22	0.016	-0.29	-15	714	3.6	3.0	7.0	i	28	2%	0.25	1920	-3.2%	-1.5	1101	i	-3
Cc1nnc(NC(=O)c2csc3c2CCC(C)C3)s1 (stereo unspecified)	0.64	-0.084	0.56	-1.5	2	764	3.0	2.9	11	i	20	1%	1.8	1579	4.1%	-0.7	1591	i	23
CCOC(=O)Cc1csc(NC(=O)c2cccs2)n1	1.1	-0.2	1	-0.16	.	.	2.5	3.4	15	i	53	11%	.	.	0.5%	-1.9	1142	i	-6
CC1CC(=O)N(CC(=O)NCc2ccc3c(c2)OCO3)c2ccccc2S1 (stereo unspecified)	-0.9	-0.23	-0.23	0.84	3	692	3.5	2.6	8.4	i	59	-2%	-0.35	1921	-1.2%	-3.8	1100	i	-5
CCOC(=O)C1(Cc2cccc(Cl)c2)CCCN(CCO)C1 (stereo unspecified)	-0.36	-0.21	-0.24	0.76	-3	697	1.7	1.7	5.1	i	25	6%	.	.	0.5%	1.1	884	i	16
Cc1ccsc1C(=O)Nc1ccc2c(c1)OCCO2	0.71	-0.15	0.53	-2	11	717	3.4	2.5	0.2	i	42	0%	0.08	1419	-5.9%	-0.3	1117	i	9
C=CC[C@@H]1C=C[C@H](O/N=C/c2ccc(C(=O)N3[C@H](c4ccc(C)cc4)[C@@H](C)CC[C@H]3C(=O)OC)cc2)[C@@H](CO)O1	-0.79	-0.26	0.015	0.71	-10	704	3.9	4.7	4.8	i	16	-6%	-0.82	1001	-4.5%	-3.0	524	i	-1
CCC1=C(OC(=O)N(CC)CC)N2C(=O)OC(=NCC(=O)OC)[C@]2(Cc2ccccc2)[C@H]2C1=CC[C@H]1C(=O)NC(=O)[C@H]12	0.33	-0.53	0.12	-0.73	17	708	.	.	.	i	7	-1%	0.23	943	.	0.3	1428	.	.
COc1ccc(CN(C(=O)c2nsc(Cl)c2Cl)C(C(=O)NC2CCCCC2)c2ccc(OC)cc2)cc1 (stereo unspecified)	-0.36	-0.22	-0.45	0.4	.	.	2.3	3.1	7.0	i	8	3%	.	.	-2.1%	.	.	i	16
O=C(CCS(=O)(=O)c1cccs1)Nc1ccc(C(=O)NC2CCCC2)cc1	-0.15	-0.18	0.4	0.39	-24	627	1.9	1.6	6.1	i	41	-2%	0.02	1652	-0.4%	-4.0	1024	i	44
Cc1cc(C)nc(N(C#N)CCOc2ccc(Cl)cc2)n1	-0.51	-0.25	-0.96	1.4	-10	702	2.0	2.4	4.7	i	13	5%	-0.43	1063	-1.2%	-1.2	1105	i	-14
O=C(c1ccncc1)N1C2C=CC(C2)C1(C(F)(F)F)C(F)(F)F (stereo unspecified)	-0.67	-0.29	-0.59	1	4	707	4.1	2.9	3.4	.	.	-8%	1.2	1683	-1.0%	-1.6	1081	i	-10

Source: PubChem BioAssay
